# LYP inh 2: LYP (human) phosphatase inhibition; Q9Y2R2; recombinant LYP catalytic domain, DiFMUP fluorescence; inhibition, % at 2 µM; 96,000 tested, 0.21% active; AID 640;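 active means inhibition at 2 µM at or above a set limit, the screen mean plus 3 SD, cut at about 24% in these data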;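 further: 0% = DMSO with enzyme and 100% = enzyme fully blocked by orthovanadate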
# hDAT+cocaine: modulates human dopamine transporter uptake under cocaine; LLC-PK1 hDAT cells, [14C]-dopamine uptake with cocaine IC80; actives deviate in either direction; 110,000 tested, 1.3% active; AID 449768; Q01959; B-score at 10 µM;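 active means Z score or B-score, a plate-position-corrected score, falls beyond the plate's 99.7% confidence bounds, in either direction; inactive means both scores lie inside the 99.7% bounds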;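 further: scored against the spread of the other compound wells on the same plate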
# Target sequence (Q01959 whole entry, looked up): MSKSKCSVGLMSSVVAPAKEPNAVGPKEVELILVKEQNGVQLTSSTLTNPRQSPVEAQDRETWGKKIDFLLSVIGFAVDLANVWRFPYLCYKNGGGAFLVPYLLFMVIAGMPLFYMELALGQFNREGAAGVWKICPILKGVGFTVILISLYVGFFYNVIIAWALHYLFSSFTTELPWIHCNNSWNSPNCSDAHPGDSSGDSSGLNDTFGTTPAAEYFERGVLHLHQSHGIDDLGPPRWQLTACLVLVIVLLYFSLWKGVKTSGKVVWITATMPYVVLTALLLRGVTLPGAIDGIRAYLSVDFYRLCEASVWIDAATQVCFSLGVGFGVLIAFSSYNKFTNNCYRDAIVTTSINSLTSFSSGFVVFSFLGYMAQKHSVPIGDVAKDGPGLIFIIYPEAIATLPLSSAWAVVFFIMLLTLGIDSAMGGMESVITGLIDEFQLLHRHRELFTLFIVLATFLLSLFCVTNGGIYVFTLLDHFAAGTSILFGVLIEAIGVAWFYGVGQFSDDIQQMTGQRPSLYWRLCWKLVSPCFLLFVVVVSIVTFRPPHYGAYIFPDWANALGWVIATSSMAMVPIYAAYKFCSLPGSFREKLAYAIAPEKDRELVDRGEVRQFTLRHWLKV
# PTPN22 act: LYP (human) phosphatase activation; Q9Y2R2; recombinant LYP, DiFMUP fluorescence; 0 = plate median, 100 = signal doubled; activation, % at 2 µM; 96,000 tested, 0.11% active; AID 697;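 active means activation at 2 µM above a set limit, the mean plus 5 SD, cut at about 37% in these data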
# CYP2C9 act: activators of human CYP2C9; P11712; recombinant CYP2C9, luciferin-H conversion, luminescence; stronger effect = higher value; factor 1 = untreated enzyme, 0 = blocked; activation factor at 5 µM; 96,000 tested, 1.4% active; AID 1024;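 active means activation factor of 2 or more for CYP2C9 at a 5 µM dose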;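 further: 0 = sulfaphenazole-blocked wells and 1 = vehicle-only wells; values of inactives mirror those of a sister screen read the other way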
# Target sequence (P11712 whole entry, looked up): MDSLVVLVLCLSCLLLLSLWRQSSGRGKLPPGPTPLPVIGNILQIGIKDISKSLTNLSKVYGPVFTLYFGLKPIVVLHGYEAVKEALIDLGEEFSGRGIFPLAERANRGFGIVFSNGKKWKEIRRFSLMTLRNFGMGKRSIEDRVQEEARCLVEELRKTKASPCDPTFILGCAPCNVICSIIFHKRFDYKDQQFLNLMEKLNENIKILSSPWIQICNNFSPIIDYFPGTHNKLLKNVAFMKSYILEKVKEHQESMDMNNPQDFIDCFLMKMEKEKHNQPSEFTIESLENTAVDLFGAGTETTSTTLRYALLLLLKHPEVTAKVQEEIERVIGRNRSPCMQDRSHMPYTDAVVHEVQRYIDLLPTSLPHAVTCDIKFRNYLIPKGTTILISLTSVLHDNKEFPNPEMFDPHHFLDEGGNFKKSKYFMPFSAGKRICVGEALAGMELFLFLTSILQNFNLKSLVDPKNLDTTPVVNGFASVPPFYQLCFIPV
# Pyk2 oligo antag: blocks oligomerization of human Pyk2 in cells; z-score (the deposit names both 25 µM and 10 µM); Q14289; 99,000 tested, 0.83% active; Q293 cells, Pyk2 FERM NanoBiT luminescence; stronger effect = lower value;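 active means Z-score of -3 or lower, scaled per plate to the spread of control and sample wells; inactive means z-score above -3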;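 further: negative z-score means lost luminescence so less FERM oligomerization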
# CYP2C9 inhib: human CYP2C9 inhibition; P11712; CYP2C9 Supersomes, luciferin-H conversion, luminescence; inhibition, % at 5 µM; 96,000 tested, 20% active; AID 777;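 active means blocking of liver enzyme CYP2C9 beyond about 50% at 5 µM, limit read from the data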; further: values of inactives mirror those of a sister screen read the other way
# PostGolgi ctrl: growth of the yeast control strain, post-Golgi counter-screen; efflux-deficient yeast background strain, growth absorbance A615, 16 h; inhibition, % at 10 µM; 98,000 tested, 5% active; AID 738
# E coli WT exp: E. coli BW25113 growth inhibition, expanded screen; AID 710; OD600 absorbance; 98,000 tested, 0.15% active; growth inhibition, % at 100 µM;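 active means growth inhibition above about 50% at one test dose, limit read from the data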;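 further: growth measured after 20 h incubation at 37 °C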
# PostGolgi yeast: growth inhibition of a yeast mutant, post-Golgi transport screen; post-Golgi transport phenotypic cell assay; 98,000 tested, 0.9% active; inhibition, % at 10 µM;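 further: yeast cells grown in 1536-well plates; yeast grown about 18 h at 30C before absorbance read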
# Active calls of the source: *; · = no result given; ! = repeats disagree. Unless noted, no stated cut-off is given here; in the data, active means inhibition above about 30%; inactive means the rest.
SMILES,LYP inh 2,hDAT+cocaine,PTPN22 act,CYP2C9 act,Pyk2 oligo antag,CYP2C9 inhib,PostGolgi ctrl,E coli WT exp,PostGolgi yeast
Cc1nc(C)c(C(=O)C2=C(O)C(=O)N(CCN3CCOCC3)C2c2ccco2)s1 (centres undefined),10,1,-7,1,0.87,-2,24,-8,-4
CCn1c2ccccc2c2cc(NS(=O)(=O)c3ccc(C)cc3)ccc21,1,1.5,4,0.1,-0.84,86*,28,3,-27
Cc1nnc2sc(-c3ccncc3)nn12,-4,-0.35,2,1,0.53,-1,5,-10,-9
O=C(NCc1ccccc1)N1CCn2c(nc3ccccc32)C1,0,0.75,4,·,0.98,·,·,·,·
COc1ccc(-c2cc(NCc3ccccn3)n3ncnc3n2)cc1,·,·,·,0.9,-0.9,8,14,3,18
COc1ccccc1C(=O)Nc1ccc(C(=O)O)cc1,-2,0.31,-3,·,0.08,·,·,·,·
COc1ccccc1CNc1nc2nc(C)c(Cl)c(=O)n2[nH]1,-4,-0.34,3,0.4,-0.33,61*,-2,-5,-11
CCc1nnc(NC(=O)C2CCN(S(=O)(=O)Cc3ccccc3)CC2)s1,-2,0.42,1,·,0.49,·,13,5,4
CCn1ncc(Br)c1C(=O)Nc1cc(C(=O)OC)ccc1C(=O)OC,·,0.25,·,0.9,0,15,3,-20,14
CC1CC(C)CN(c2cc(=O)n(Cc3ccc(F)cc3)c(=O)[nH]2)C1 (centres undefined),-17,-0.051,16,1,·,2,-3,-8,7
OCCNc1nc(Nc2ccccc2)nc2ccccc12,-1,-0.78,3,·,-1.8,·,·,·,·
COc1ccc(CNC(=O)CSc2nnnn2-c2ccccc2)cc1,·,-0.45,·,0.3,-0.16,73*,1,6,-1
COc1ccc(/C=N/Nc2snc(SC)c2C#N)cc1OC,3,-0.36,-1,0.4,-1,61*,5,-8,1
COc1ccccc1NC(=O)CSc1ncn[nH]1,-12,-1.2,12,1.2,0.51,-22,3,0,-11
Cc1c(C(=O)Nc2cccc(C(F)(F)F)c2)oc2ccc(S(=O)(=O)N3CCOCC3)cc12,5,-0.3,-6,0.9,-2.8,15,10,-10,0
Cn1c(=O)c2c(nc(OCC3COC(C)(C)O3)n2Cc2ccccc2F)n(C)c1=O (centres undefined),-3,0.013,3,0.7,0.55,26,4,-3,0
CN(C)c1ccc(-c2noc(-c3ccccc3O)n2)cc1,6,1.2,-6,1,-0.82,2,8,-20,4
CCCSc1nnc(Nc2ccccc2C)s1,4,1.4,-1,0.7,-0.24,29,10,21,4
Cc1cccc(CCNC(=O)C2CCC(CNc3c(N4CCCC4)c(=O)c3=O)CC2)c1 (centres undefined),-9,0.16,8,0.7,·,30,-2,1,-1
N#CC1=C(SCC(=O)Nc2ccccc2)NC(=O)CC1c1ccc(O)cc1 (centres undefined),1,-0.53,-5,0.7,·,34,9,3,3
C/C=C/c1ccc(OCCCNC2CCCC2)c(OC)c1,6,0.77,-4,1.1,0.09,-7,5,7,12
CCOC(=O)N1CCN(c2nc(C(F)(F)F)nc3c(C)cc(C)cc23)CC1,-10,-2.3,4,1.1,-0.78,-9,6,0,0
CCC(Nc1nc(-c2ccccc2)nc2ccccc12)C(=O)O (centres undefined),10,0.32,-10,0.7,0.68,27,0,2,-10
Cc1cc2ncn(N)c2cc1C,0,0.14,4,1.1,0.34,-14,12,5,6
O=C(NC(NC(=O)c1ccccc1)c1ccccc1)c1ccccc1,-11,-0.92,12,1,0.17,4,3,-3,-8

# A few values from the entries so far.
# Value of `O=C(NCc1ccccc1)N1CCn2c(nc3ccccc32)C1` under Pyk2 oligo antag: 0.98
# Value of `COc1ccccc1CNc1nc2nc(C)c(Cl)c(=O)n2[nH]1` under hDAT+cocaine: -0.34

# (list continues)
SMILES,LYP inh 2,hDAT+cocaine,PTPN22 act,CYP2C9 act,Pyk2 oligo antag,CYP2C9 inhib,PostGolgi ctrl,E coli WT exp,PostGolgi yeast
Cc1ccc(S(=O)(=O)NC2=NCN(C3CCN(Cc4ccccc4)CC3)CN2)cc1,0,-0.2,-2,1,0.74,1,1,-19,0
CSc1nnc2c3ccccc3n(Cc3ccccc3)c2n1,10,-0.55,-8,0.8,-2.2,20,15,-4,24
COC(=O)CC/C(O)=C1\C(=O)CC(C)(C)CC1=Nc1ccccc1OC,10,0.26,-9,0.9,-0.17,14,2,-13,8
CC(C)OC(=O)CCCCCN1C(=O)CSC1=S,-2,0.3,1,0.1,2.2,91*,16,5,-33
O=C(NCc1nc2ccccc2[nH]1)c1ccco1,6,-0.063,-7,1,1.4,1,4,16,-4
COc1ccc(N2CCN(C(=O)CSc3ccccc3N)CC2)cc1,9,0.084,-12,0.3,-0.57,69*,2,1,-5
COc1cc(NC(=O)c2ccc(NS(=O)(=O)c3c(C)noc3C)cc2)cc(OC)c1,8,-1.2,-10,0.5,0.28,47,0,-1,2
CN1C(=O)NC2C1N(S(C)(=O)=O)CCN2S(C)(=O)=O (centres undefined),-10,-0.34,8,1.1,-0.14,-6,1,3,2
COc1ccccc1N1CCN(C(c2ccc(F)cc2)c2nnnn2C(C)C)CC1 (centres undefined),·,-0.06,·,0.5,-0.93,46,7,-3,-2
Clc1ccccc1CNc1ncnc2nc[nH]c12,·,-1.4,·,1.1,·,-14,16,13,7
CCCCn1c(-c2csc3c2CCC(C)C3)n[nH]c1=S (centres undefined),15,1,-12,0.5,-0.61,47,42*,17,-3
Cc1noc(C)c1COC(=O)CCCc1nc2ccccc2s1,-7,2.1,6,0.5,0.94,51*,-2,-9,-2
O=C(CCC1CCCC1)NCc1ccccn1,-7,-0.64,5,0.8,0.46,20,6,1,-18
O=C(CSc1nc2ccccc2[nH]1)Nc1ccc(F)cc1,-1,-1.3,-1,0.2,·,84*,2,31,0
Cc1cc2c(cc(C(=O)OCC(=O)NCc3cccs3)n2C(C)C)o1,0,-0.38,-2,0.4,-0.52,65*,57*,-8,10
COP(=O)(/C=C/c1ccccc1)C(O)c1ccc(F)cc1 (centres undefined),4,0.13,-4,1.2,1.1,-19,10,-2,4
COc1ccc(C(=O)COC(=O)CSCc2c(C)noc2C)cc1OC,1,-0.15,-4,0.7,0.4,34,16,0,-8
O=C(COc1ccccc1F)NC1CCN(Cc2ccccc2)CC1,-5,-0.56,2,0.8,1.1,22,28,0,54*
Cc1cc(C(=O)CSc2nncs2)c(C)n1-c1c(C)n(C)n(-c2ccccc2)c1=O,-15,-0.052,14,0.6,0.17,41,36*,3,-6
Cc1ccc(/C=N/Nc2ccc3c(C(F)(F)F)cc(C(F)(F)F)nc3n2)cc1,-1,-0.038,-1,0.9,0.82,6,0,-18,-1
O=C(COc1ccccc1Cl)N1CCN(c2ncccn2)CC1,5,0.96,-6,0.7,-0.12,28,2,-7,-4
COC(=O)CN1C(=O)C2(C(C#N)=C(N)Oc3cc(C)oc(=O)c32)c2ccccc21 (centres undefined),0,-0.37,0,0.8,-0.45,22,4,0,-2
COc1c(C(=O)N2CCCC2)ccc2ccccc12,11,0.34,-15,1.2,1.4,-19,8,-4,-11
O=C(CN1CCN(S(=O)(=O)c2cc(Cl)ccc2Cl)CC1)Nc1ccc2c(c1)OCCO2,·,1.8*!,·,2.2*,-1.2,-123,14,-8,0
Cc1ccc(-c2noc(CSc3nc(N)cc(N)n3)n2)cc1,0,0.54,-2,0.6,-0.24,41,16,13,-6

# Sorted by formula weight (smallest number first): some entries from above
SMILES,LYP inh 2,hDAT+cocaine,PTPN22 act,CYP2C9 act,Pyk2 oligo antag,CYP2C9 inhib,PostGolgi ctrl,E coli WT exp,PostGolgi yeast
O=C(NCc1nc2ccccc2[nH]1)c1ccco1,6,-0.063,-7,1,1.4,1,4,16,-4
CC(C)OC(=O)CCCCCN1C(=O)CSC1=S,-2,0.3,1,0.1,2.2,91*,16,5,-33
COP(=O)(/C=C/c1ccccc1)C(O)c1ccc(F)cc1 (centres undefined),4,0.13,-4,1.2,1.1,-19,10,-2,4
O=C(COc1ccccc1F)NC1CCN(Cc2ccccc2)CC1,-5,-0.56,2,0.8,1.1,22,28,0,54*
COc1ccc(N2CCN(C(=O)CSc3ccccc3N)CC2)cc1,9,0.084,-12,0.3,-0.57,69*,2,1,-5

# (next part)
SMILES,LYP inh 2,hDAT+cocaine,PTPN22 act,CYP2C9 act,Pyk2 oligo antag,CYP2C9 inhib,PostGolgi ctrl,E coli WT exp,PostGolgi yeast
COCCNC(=O)c1sc2ncn(CC(=O)N3CCCCC3)c(=O)c2c1C,·,-1.5,·,0.7,-0.57,27,9,0,14
C=CCc1c(C)[nH]c2ccc(C)cc2c1=O,-3,-0.78,0,1.3,-0.75,-26,-3,3,-10
CCn1c(COc2cccc(OC)c2)nnc1SCC(=O)Nc1cc(OC)ccc1OC,·,1.6,·,1.1,0.09,-13,-4,-5,-13
CC1CN(C2CCN(C(=O)c3cccc(Cl)c3)CC2)CC(C)O1 (centres undefined),7,0.6,-3,0.9,0.46,7,8,3,2
CC(=O)NCC(=O)NC(C(=O)Nc1ccc2c(c1)OCCO2)c1ccc(C)cc1 (centres undefined),·,0.17,·,1.2,-1.7,-20,-1,3,0
CCOC(=O)c1ccc(NC(=S)N2CCN(S(C)(=O)=O)CC2)cc1,-3,0.23,6,1,-0.18,1,-3,-1,-7
Cc1ccc(CCNC(=O)c2ccc(CS(=O)(=O)Cc3ccccc3F)o2)cc1,10,0.073,-9,0,-0.12,98*,6,-6,6
Cc1ccccc1CN1C(=O)Nc2ccccc2C(=O)N1C(C)(C)C,-9,1.1,6,1,-1.5,1,0,-4,-10
COc1ccc(NC(=O)c2cccs2)cc1NC(=O)c1ccco1,0,1.5,4,0.8,-0.03,24,2,-4,-2
Cc1cccc(N(C(=O)c2csnn2)C(C(=O)NC(C)(C)C)c2ccncc2)c1 (centres undefined),0,-0.49,4,0.7,0.22,26,1,-2,-4
O=[N+]([O-])c1ccc2n[nH]nc2c1,-6,-0.014,7,0.8,-0.56,24,11,-6,2
CC(NC(=O)Nc1ccc(F)cc1F)c1ccncc1 (centres undefined),-6,-0.58,6,0.6,1.1,43,-8,8,6
CCCc1nc(Nc2nc3ccccc3o2)nc(C)c1C(=O)OCC,-14,0.91,12,0.7,-2.8,29,13,-14,0
Cc1ccc(/C(N)=N/OC(=O)Cc2cccs2)cc1,10,-1.9,-6,1,0.82,4,7,13,-1
O=C(Nc1nnc(C2CC2)s1)c1ccncc1,10,-0.43,-8,0.4,-0.54,56*,5,-2,15
COc1ccc(C2C3=C(CC(C)(C)CC3=O)Oc3ncn(Cc4ccco4)c(=N)c32)cc1 (centres undefined),-10,0.58,9,1,0.34,5,4,-9,7
Cc1ccc(Oc2ncccc2/C=N/OCc2ccc(Cl)cc2Cl)cc1,3,0.22,-1,1,0.7,0,12,-5,13
CN(Cc1ccccc1)C(=O)CCSc1nc(-c2ccc3c(c2)OCO3)cc(C(F)(F)F)n1,5,0.78,-6,·,-0.9,·,·,·,·
CCC(C)NCCOCCOc1ccc(C)cc1Br (centres undefined),-9,-0.17,9,0.9,1.4,8,37*,9,-4
c1ccc(-n2ncc3c(N4CCC5(CC4)OCCO5)ncnc32)cc1,11,0.43,-11,0.8,-0.24,19,14,-10,3
CCCn1nc(NC(=O)CC(C)C)c2cc3ccccc3nc21,1,-0.046,-3,0.7,-0.69,28,5,-1,4
CC(C)(Oc1ccc(Cl)cc1)C(=O)Nc1ccncc1,-1,-0.036,-2,0,0.55,97*,20,13,12
Cc1cc(OC(=O)CNC(=O)OC(C)(C)C)c2c(C)cc(=O)oc2c1,-6,-0.077,8,1.9,-1.4,-88,4,0,0
Cc1ccc(CSC2=Nc3sccc3C3=NC(=O)CN23)cc1,6,-0.67,-2,0.7,-1.6,26,6,0,0
CC(=O)Nc1cccc(NC(=O)c2cc(C)on2)c1,-12,-0.5,9,·,-0.4,·,-3,17,-4
CC(C)CC1NC(=S)N(C2CCCCC2)C1=O (centres undefined),2,0.2,-2,0.6,-0.34,40,1,1,-2
Cc1ccc(C(=O)CSc2nnnn2C(C)C)c(C)c1,9,1.1,-6,0.7,1.3,34,6,6,-3
CCOC(=O)NC1(C(F)(F)F)N=C(c2ccccc2)NC1=O (centres undefined),12,-0.038,-8,0.7,0.28,25,1,-1,-4
CCn1c(SCC(=O)NCc2ccco2)nnc1-c1c[nH]c2ccccc12,3,0.23,-4,0.8,0.06,20,-6,11,3
